Screens from PubChem BioAssay.
ATXN2 expr inh = inhibitors of ATXN2 expression; HEK-293 ATXN2-luciferase reporter, luminescence, 24 h; Potency, µM (series often up to 57 µM), for the others: at the highest dose activity change, negative = inhibition, most hits filed as inhibitors; 0.72% of 360,000 active; note: % is set by controls: 0 for no effect and ±100 for the full control effect; nearly all actives have a fitted effect of over 55% in size
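ATXN2-luciferase reporter cells (luciferase flanked by upstream and downstream ATXN2 gene portions) were treated 24 h at 37 °C with compounds at up to 57 uM. SteadyGlo luminescence gave expression; GF-AFC fluorescence gave viability.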
Nrf2 inh = Nrf2 pathway inhibition. A549 ARE-Fluc reporter, luciferase luminescence, 18-24 h. Potency, µM (titrated, usually from 46 µM), without a hit: at the top dose activity change, negative = inhibition, usual class: inhibitors. 2.1% of 360,000 active; note: % is set by controls: 0 for no effect and ±100 for the full control effect; nearly all actives have a fitted effect of over 60% in size
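Reporter: ARE-Fluc in A549. Exposure: 18-24 h, 37 °C, 5% CO2, 5% FBS OPTI-MEM. Readouts: fluorescent cytotoxicity (CellTiter-Fluor), then luminescent Nrf2 signal after BugLite.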
HepG2 tox = counter-screen for TGF-b inhibitors: cytotoxicity in HepG2 cells. HepG2 CAGA-GFP viability, ATP luminescence, 18 h. Potency, µM (highest dose often 46.1 µM), inactives show top-dose activity change, negative = cytotoxicity, actives largely listed as cytotoxic. 0.76% of 410,000 active. AID 588856; note: some results filed as inactive show a strong effect at the top dose
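CellTiter-Glo luminescence gave cytotoxicity after 18 hours at 37 degrees C. The cells were HepG2 CAGA-GFP in 1% FBS DMEM, stimulated with 500 pg/mL TGF-beta after compound addition. %Activity was normalised to no-cell wells (complete cell-killing) and DMSO (no toxicity), and curves were fitted and classified.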
TGFb SMAD3 inh = blocks TGF-b signaling | HepG2 CAGA-GFP TGF-b/SMAD3 reporter, GFP fluorescence, 18 h; TGF-beta stimulated, 500 pg/mL final | Potency, µM (doses to about 46.1 µM), without a hit: at the highest dose activity, negative = inhibition, actives largely listed as inhibitors | 1.2% of 410,000 active | AID 588855; note: % is set by controls: 0 for no effect and ±100 for the full control effect; nearly all actives have a fitted effect of over 65% in size
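Read-out: total well GFP (ex488/em500-530) summed from mean per-cell fluorescence. Cells: HEPG2 CAGA-GFP, 1% FBS DMEM, 18 h at 37 degrees C with 500 pg/mL final TGF-beta. Unstimulated wells served as the full-inhibition control; stimulated DMSO wells = 0%.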
EPAC2 antagonist = EPAC2 (human) antagonism | EPAC2 GEF exchange of Rap1B-BODIPY-GDP, fluorescence | Potency, µM (highest dose often 114 µM), for inactives: at the highest dose activity, negative = inhibition, actives largely listed as inhibitors | 0.18% of 360,000 active | AID 720708; note: % is set by controls: 0 for no effect and ±100 for the full control effect; nearly all actives have a fitted effect of over 45% in size; many of its hits are not listed in these tables
Target sequence (Q8WZA2 whole entry, looked up): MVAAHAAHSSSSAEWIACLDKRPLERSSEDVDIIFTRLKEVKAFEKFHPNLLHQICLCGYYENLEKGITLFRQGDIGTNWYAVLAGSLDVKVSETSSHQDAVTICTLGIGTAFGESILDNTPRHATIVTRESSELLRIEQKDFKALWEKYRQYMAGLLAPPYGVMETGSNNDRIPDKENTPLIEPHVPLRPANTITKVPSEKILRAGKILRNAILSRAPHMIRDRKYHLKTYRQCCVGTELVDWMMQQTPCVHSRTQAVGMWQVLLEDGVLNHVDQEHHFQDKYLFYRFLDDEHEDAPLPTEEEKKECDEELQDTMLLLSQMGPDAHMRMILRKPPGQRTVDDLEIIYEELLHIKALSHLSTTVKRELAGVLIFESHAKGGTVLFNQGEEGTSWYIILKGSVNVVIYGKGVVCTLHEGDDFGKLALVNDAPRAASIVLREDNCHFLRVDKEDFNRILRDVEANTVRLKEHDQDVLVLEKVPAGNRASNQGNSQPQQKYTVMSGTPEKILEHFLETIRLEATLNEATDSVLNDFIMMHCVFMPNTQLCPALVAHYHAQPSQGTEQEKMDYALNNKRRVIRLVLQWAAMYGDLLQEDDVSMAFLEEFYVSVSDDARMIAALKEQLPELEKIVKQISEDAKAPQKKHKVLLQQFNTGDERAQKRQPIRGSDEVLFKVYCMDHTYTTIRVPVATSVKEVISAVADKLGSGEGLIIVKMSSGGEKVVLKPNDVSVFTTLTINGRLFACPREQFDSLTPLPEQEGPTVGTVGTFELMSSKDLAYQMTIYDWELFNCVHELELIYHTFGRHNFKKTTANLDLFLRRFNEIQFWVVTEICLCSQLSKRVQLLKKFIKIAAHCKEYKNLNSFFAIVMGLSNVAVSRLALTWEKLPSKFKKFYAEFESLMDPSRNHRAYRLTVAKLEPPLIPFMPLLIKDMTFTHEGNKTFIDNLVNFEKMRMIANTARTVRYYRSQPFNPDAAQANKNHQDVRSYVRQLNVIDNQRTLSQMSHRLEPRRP
S2 tox = cell viability loss in ATXN counter-screen | S2 cells (HEK-293 line with an ATXN2-luciferase reporter) viability, CellTiter-Fluor protease fluorescence, 24 h | Potency, µM (highest dose often 56.7 µM), usual class: cytotoxic | 0.49% of 400,000 active | AID 651635; note: nearly all actives have a fitted effect of over 40% in size
MCF10A rereplic = induces DNA re-replication in MCF 10a normal breast cells | MCF 10A DNA re-replication, Hoechst nuclear intensity, 48 h | Potency, µM (highest dose often 46.1 µM), inactives show at the highest dose activity, positive = re-replication, hits mostly activators | 2.9% of 350,000 active; note: % of control where 0% means no effect; nearly all actives have a fitted effect of over 50% in size
A549 tox = counter-screen for Nrf2 inhibitors: cytotoxicity in A549 cells; A549 ARE-Fluc cells, CellTiter-Fluor viability, 18-24 h; Potency, µM (top dose mostly 46 µM), inactives show at the top dose activity change, negative = cytotoxicity, actives largely listed as inhibitors; 0.16% of 390,000 active; AID 504648; note: % is set by controls: 0 for no effect and ±100 for the full control effect
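A549 ARE-Fluc cells in 5% FBS OPTI-MEM, 5000 cells/well, rested 2 h then exposed to compounds in concentration-response for 18-24 h at 37 °C. Viability by CellTiter-Fluor fluorescence (Ex 405/Em 525) after 30 min; luciferase luminescence (BugLite, 15 min, RT) read afterwards.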
Nrf2 ARE act = activates Nrf2 signaling. AREc32 ARE-luciferase reporter (MCF7-derived line), luminescence, 24 h. Potency, µM (top dose mostly 46.1 µM), for inactives: top-dose activation, actives largely listed as activators. 0.31% of 410,000 active; note: % of control where 0% means no effect; nearly all actives have a fitted effect of over 65% in size
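Luminescent ARE reporter assay in AREc32_Fluc cells: overnight plating at 37 deg C, 24 hr compound incubation, Steady-Glo added, 30 min RT before reading.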
Starred values were filed as active, the others as inactive; i = inactive; ? = inconclusive; / = not tested or not shown; & = joins results of further samples; [ ] = another dose, or the depositor's remark. Calls come from the whole dose curve; as a rule, active = well fitted curve in the direction sought with a large enough effect; inconclusive = small, poorly fitted or top-dose-only effect, or another doubt; inactive = no such curve, though single readings can be large; an effect the other way counts as inactive or inconclusive. Potency is the fitted concentration of half-maximal effect.

SMILES | ATXN2 expr inh | Nrf2 inh | HepG2 tox | TGFb SMAD3 inh | EPAC2 antagonist | S2 tox | MCF10A rereplic | A549 tox | Nrf2 ARE act
O=S(=O)(c1cc(C(F)(F)F)ccc1Cl)N1CCCCCC1 | -1% | -2% | -11% | 2% | 0% | i | ? | -5% | 0.1%
CC(C)c1c(O)nc(SCC(=O)Nc2ccc3c(c2)CCC3)[nH]c1=O | 10% | 4% | 3% | 16% | 12% | i | 2% | 1% | 0.4%
COc1ccc(NC(=O)C2Cc3ccccc3C(=O)O2)cc1 (configuration not stated) | 21% | ? | -10% | 13% | -8% | i | 9% | 7% | 3.0%
CC1CCC2C(=O)N(c3cccc(C(=O)Nc4ccc(F)cc4)c3)C(=O)C2C1 (configuration not stated) | -9% | -15% | -8% | 5% | 3% | i | 1% | -1% | 0.3%
COc1cc(C(=O)NC(=S)Nc2cccc3nc(C)ccc23)cc(OC)c1OC | -8% | -17% | 15% | 19% | 5% | i | ? | -7% | 0.3%
CC1(Cc2cccc(F)c2)C(=O)Nc2ccc(-c3cccnc3)cc21 (configuration not stated) | 3% | / | -24% | -6% | ? | i | / | / | 0.6%
O=C(c1ccc2c(c1)N(Cc1cccc(Cl)c1)C(=O)c1ccccc1S2(=O)=O)N1CCCC1 | / | / | -17% | 2% | / | / | / | -11% | 0.6%
N#CC1=C(N)N(c2ccccc2)C(c2cccc([N+](=O)[O-])c2)C1(C#N)C#N (configuration not stated) | 2% | -21% | 4% | 7% | 8% | i | 13% | -12% | 0.2%
Cc1cc(C)cc(-c2nnc(SCC(=O)NCC3CCCO3)o2)c1 (configuration not stated) | 0% | 6% | -2% | 3% | -4% | i | -12% | -5% | -0.2%
Cc1cc(C)c2c(CN3CCOCC3)cc(=O)oc2c1C | -12% | -11% | -32% | 18% | -1% | i | 0% | -9% | 0.6%
C[C@@H](O)C1NC(=O)[C@H](CCCCN)NC(=O)c2cc([N+](=O)[O-])cc(I)c2OCC[C@@H](C(N)=O)NC1=O (some centres not stated) | 5% | 0% | -79% | ? | 1% | i | -2% | -17% | -0.1%
Cc1cccc(C(=O)Nc2nnc(S(=O)(=O)N(C)Cc3ccco3)s2)c1 | 3% | 9%&11% | -13%&-22% | -17%&0% | -2% | i | 9% | -1%&13% | 3.1%&7.6%
Cc1ccc(NC(=O)Cn2cc(C(=O)C3CC3)c3ccccc32)c(C)c1 | 9%&-12% | 6%&2% | -5%&-13% | -4%&-11% | 22% | i | 0% | 5%&0% | -0.7%&-0.4%
Cc1cc(N/N=C/c2ccccc2O)nc(N2CCOCC2)n1 | 2% | 8% | -29% | 13% | 13% | i | 19% | 1% | 7.3%
CC(=O)Nc1ccc(NC(=S)NC(=O)C2CC2)cc1 | 11% | ? | 3% | 45%[activator] | -4% | i | ? | 1% | 3.4%
CCCn1cc(S(=O)(=O)c2ccccc2)c(=O)c2cc(F)c(N3CCCC3)cc21 | 6% | / | 5% | -4% | / | i | / | 2% | 0.8%
C=CC[n+]1c(C)csc1Nc1cccc(Br)c1 | -10%[2.22 µM] | ? | -2% | 0% | 2% | i | -20% | 0% | -0.1%
CCOC(=O)C1=C(C)N(C)C(=O)NC1c1ccc2c(c1)OCO2 (configuration not stated) | 0% | 1% | 12% | 0% | 4% | i | 8% | 2% | -0.2%
Cc1sc2nc(SCC(N)=O)n(C)c(=O)c2c1C | -13% | 10% | 1% | -3% | -6% | i | 3% | -3% | 1.5%
CC(CCc1ccc(O)cc1)NCc1ccc(Br)cc1 (configuration not stated) | -9% | 13% | -24% | ? | 9% | i | ? | -1% | 7.0%
NCCCS(=O)(=O)O | 4%&4% | 12%&-4% | 5%&2% | -4%&0% | -7%&4% | i | -19%&-8% | -6%&-8% | -0.8%&-0.1%
O=C1Nc2ccccc2C1=Nc1cccc(Cl)c1 | -24% | ? | 7% | -13% | 10% | i | -1% | 3% | 3.6%
CCCCN(C)CCN1C(=O)C2C(C(=O)Nc3cccc(OC)c3)C3C=CC2(O3)C1C(=O)NC1CCCCC1C (configuration not stated) | -1% | 1% | -29% | -19% | -11% | i | 2% | -20% | 0.2%
Cc1ccc(SCCNC(=S)Nc2ccccc2)cc1 | 10% | / | -36% | ? | -12% | i | 9% | 2% | 0.7%
CCSC1(SCC)N=C(N)C2(C#N)C(c3ccccc3)NC(C)=CC12C#N (configuration not stated) | -5% | -6% | -32% | 28% | -5% | i | -2% | -15% | 3.4%
CCOCC(=O)Nc1ccc(S(=O)(=O)N2CCOCC2)cc1 | 1% | 12% | 5% | -6% | 1% | i | 15% | -10% | -0.7%
CCn1nc(C(=O)NNC(=O)c2cc(Cl)ccc2OC)c2ccccc2c1=O | / | ? | -5% | -21% | -3% | / | 26% | 0% | -0.9%
COc1ccc(C(=O)Nc2cccc(C(=O)NCc3ccccc3)c2)cc1 | -13% | -3% | -31% | -15% | -5% | i | 13% | 6% | -0.1%
COC(=O)Cn1cc(C(=O)C(C)(C)C)c2ccccc21 | -17% | ? | -3% | 13% | -1% | ? | 0% | 2% | -0.3%
O=C(O)c1ccc(S(=O)(=O)c2ccc3c(c2)C(=O)N(c2ccccc2[N+](=O)[O-])C3=O)cc1 | -2% | 5% | -1% | -2% | 8% | i | 2% | -7% | 0.3%

Grouped by structure: the entries above with bromine.
SMILES | ATXN2 expr inh | Nrf2 inh | HepG2 tox | TGFb SMAD3 inh | EPAC2 antagonist | S2 tox | MCF10A rereplic | A549 tox | Nrf2 ARE act
C=CC[n+]1c(C)csc1Nc1cccc(Br)c1 | -10%[2.22 µM] | ? | -2% | 0% | 2% | i | -20% | 0% | -0.1%
CC(CCc1ccc(O)cc1)NCc1ccc(Br)cc1 (configuration not stated) | -9% | 13% | -24% | ? | 9% | i | ? | -1% | 7.0%

(more compounds)
SMILES | ATXN2 expr inh | Nrf2 inh | HepG2 tox | TGFb SMAD3 inh | EPAC2 antagonist | S2 tox | MCF10A rereplic | A549 tox | Nrf2 ARE act
O=C(c1ccc(=O)n(Cc2ccc(Cl)c(Cl)c2)c1)N1CCOCC1 | 13% | -11% | 1% | -10% | 8% | i | 0% | 3% | -0.1%
Cc1cc(=O)n2[nH]c(-c3ccccc3)cc2n1 | 29% | 26% | -6% | 0% | 3% | i | 0% | 2% | 8.9%
Cc1cc(NS(=O)(=O)Cc2ccccc2)no1 | -1% | -6% | -14% | 32%[activator] | -4% | i | 1% | -2% | 0.2%
CC1(C)Cc2ccccc2C(NNC(=O)c2ccccc2)=N1 | -11% | 4% | -20% | -1% | 8% | i | -3% | 0% | -0.7%
O=C(CSc1ncccc1C(=O)O)NCc1ccc(F)cc1 | -3% | / | 5% | ? | 7% | i | -2% | 1% | 0.3%
COC(=O)c1sc(NC(=O)CSc2nc3nc(C)cc(C)n3n2)c(C(=O)OC)c1C | -1% | -15% | 7% | -16% | 7% | i | -2% | -1% | 9.5%
O=C(O)c1cc(O)ccc1NC(=O)c1cccc2ccccc12 | 10% | -6% | -11% | -17% | 3% | i | 1% | 0% | -0.6%
Cc1ccc(NC(=O)c2ccc3nc(N4CCOCC4)sc3c2)c(Cl)c1 | 16% | 9% | 24% | 8% | -13% | i | -6% | 1% | -0.2%
Cc1cccc(NC(=S)NNC(=O)c2ccccc2Br)c1 | 31%[activator] | 29% | -28% | ? | 0% | i | 7% | -9% | 5.0%
C(=C\c1ccccc1)/CN1CCN(C(c2ccnc3ccccc23)c2nnnn2-c2ccc3c(c2)OCCO3)CC1 (configuration not stated) | -17% | / | 1% | ? | ? | ? | / | / | 5.1%
Nc1cc2nc3ccccc3oc-2cc1=O | -15% | ? | 4.5µM* | ? | 1% | ? | ? | ? | -3.0%
CC(C)N(Cc1nccn1C)C(=O)c1cc(COc2ccc(-n3cncn3)cc2)on1 | 2% | 2% | 3% | -6% | 11% | i | 0% | 10% | -0.3%
CN(C)c1nc(N)c(C(=O)N=C(N)N)nc1Cl | -24% | -4% | -7% | -3% | 11% | ? | 4% | -7% | 3.9%
CCc1ccc(-c2cc(C)no2)cc1S(=O)(=O)NCc1ccccc1OC | / | ? | -29% | -19% | -13% | ? | -16% | 0% | 0.5%
CCOc1ccc(CCNS(=O)(=O)c2cccc3nsnc23)cc1OCC | -11% | / | 1% | 2% | 15% | i | -4% | 19% | 0.2%
Cc1cc(C)n2nc(C(=O)OCC(=O)N(CC(C)C)C3CCS(=O)(=O)C3)nc2n1 (configuration not stated) | 5% | 23% | 9% | -6% | 5% | i | -8% | 10% | -0.4%
O=C(CCC1=NS(=O)(=O)c2ccccc2N1)NC1CCCCCCC1 | 16% | 14% | -18% | -4% | -8% | i | 3% | 5% | -0.4%
CCN1C(=O)c2ccc(C(=O)Nc3ncc(C)s3)cc2C1=O | 13% | ? | -47% | ? | 12% | i | -1% | -12% | 0.1%

Retrieved by structure from the entries so far, six records:
SMILES | ATXN2 expr inh | Nrf2 inh | HepG2 tox | TGFb SMAD3 inh | EPAC2 antagonist | S2 tox | MCF10A rereplic | A549 tox | Nrf2 ARE act
CCc1ccc(-c2cc(C)no2)cc1S(=O)(=O)NCc1ccccc1OC | / | ? | -29% | -19% | -13% | ? | -16% | 0% | 0.5%
COC(=O)c1sc(NC(=O)CSc2nc3nc(C)cc(C)n3n2)c(C(=O)OC)c1C | -1% | -15% | 7% | -16% | 7% | i | -2% | -1% | 9.5%
Cc1cc(=O)n2[nH]c(-c3ccccc3)cc2n1 | 29% | 26% | -6% | 0% | 3% | i | 0% | 2% | 8.9%
CC1(C)Cc2ccccc2C(NNC(=O)c2ccccc2)=N1 | -11% | 4% | -20% | -1% | 8% | i | -3% | 0% | -0.7%
Cc1cc(NS(=O)(=O)Cc2ccccc2)no1 | -1% | -6% | -14% | 32%[activator] | -4% | i | 1% | -2% | 0.2%
CN(C)c1nc(N)c(C(=O)N=C(N)N)nc1Cl | -24% | -4% | -7% | -3% | 11% | ? | 4% | -7% | 3.9%

Not all compounds are listed; the hit share may differ from the screen's.
